Compound activity as filed in PubChem.
PostGolgi yeast = phenotypic screen on post-Golgi transport, primary screen; post-Golgi transport phenotypic cell assay; inhibition, % at 10 µM; 98,000 compounds, 0.9% hits; AID 739, 2007;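 note: yeast cells grown in 1536-well plates; yeast grown about 18 h at 30C before absorbance read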
PTK2B oligo ant = antagonists of Pyk2 self-association, primary screen, Q293 cells, FERM NanoBiT luminescence, HTS | Protein-tyrosine kinase 2-beta (Homo sapiens), Q14289 | active compounds read low | z-score (the deposit names both 25 µM and 10 µM) | 99,000 compounds, 0.83% hits;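 active = Z-score of -3 or lower, scaled per plate to the spread of control and sample wells; inactive = z-score above -3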;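 note: negative z-score means lost luminescence so less FERM oligomerization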
Target sequence (Q14289 whole entry, looked up): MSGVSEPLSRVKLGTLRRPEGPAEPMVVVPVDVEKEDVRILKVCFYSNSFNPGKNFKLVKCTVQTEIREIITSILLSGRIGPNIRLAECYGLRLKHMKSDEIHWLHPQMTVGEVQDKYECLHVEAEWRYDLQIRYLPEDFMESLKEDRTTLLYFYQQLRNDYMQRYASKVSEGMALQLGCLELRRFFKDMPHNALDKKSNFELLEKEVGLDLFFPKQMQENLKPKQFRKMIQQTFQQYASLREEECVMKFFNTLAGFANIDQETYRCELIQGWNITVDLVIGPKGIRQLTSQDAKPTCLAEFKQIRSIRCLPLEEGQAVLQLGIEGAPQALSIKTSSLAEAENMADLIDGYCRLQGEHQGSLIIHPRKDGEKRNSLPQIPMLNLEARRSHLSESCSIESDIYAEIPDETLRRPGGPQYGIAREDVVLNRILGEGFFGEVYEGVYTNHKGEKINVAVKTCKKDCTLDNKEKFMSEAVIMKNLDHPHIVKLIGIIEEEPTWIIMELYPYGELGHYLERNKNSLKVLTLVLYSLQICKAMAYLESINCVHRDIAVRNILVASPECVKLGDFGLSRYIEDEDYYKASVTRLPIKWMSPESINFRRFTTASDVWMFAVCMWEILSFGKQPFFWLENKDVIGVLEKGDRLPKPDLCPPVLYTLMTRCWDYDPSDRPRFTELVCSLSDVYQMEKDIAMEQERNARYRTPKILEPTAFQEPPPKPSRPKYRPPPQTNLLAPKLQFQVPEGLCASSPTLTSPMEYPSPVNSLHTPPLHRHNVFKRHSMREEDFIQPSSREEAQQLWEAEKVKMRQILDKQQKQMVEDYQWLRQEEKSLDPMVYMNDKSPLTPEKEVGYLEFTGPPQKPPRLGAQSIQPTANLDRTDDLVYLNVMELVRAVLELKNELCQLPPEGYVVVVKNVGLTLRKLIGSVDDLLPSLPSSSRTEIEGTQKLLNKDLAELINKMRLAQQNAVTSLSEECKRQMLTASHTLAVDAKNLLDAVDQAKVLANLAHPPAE
E coli WT exp = growth inhibitors of wild-type E. coli, primary screen, strain BW25113, expanded library, OD600; OD600 absorbance; growth inhibition, % at 100 µM; 98,000 compounds, 0.15% hits;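 active = growth inhibition above about 50% at one test dose, limit read from the data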;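 note: growth measured after 20 h incubation at 37 °C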
CYP2C9 activ = human CYP2C9 activators, primary screen, biochemical, luminescence | Cytochrome P450 2C9 (Homo sapiens), P11712 | recombinant CYP2C9, luciferin-H conversion; active compounds read high; factor 1 = untreated enzyme, 0 = blocked | activation factor at 5 µM | 96,000 compounds, 1.4% hits | AID 1024, 2008;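 active = activation factor of 2 or more for CYP2C9 at a 5 µM dose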;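 note: 0 = sulfaphenazole-blocked wells and 1 = vehicle-only wells; values of inactives mirror those of a sister screen read the other way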
PostGolgi ctrl = growth inhibition of yeast control strain, primary screen, counter-screen for post-Golgi transport modulator project. efflux-deficient yeast background strain, growth absorbance A615, 16 h. inhibition, % at 10 µM. 98,000 compounds, 5% hits. AID 738, 2007
LYP inh 2 = PTPN22 phosphatase inhibitors, primary screen, biochemical, DiFMUP fluorescence, 2 µM | AID 640, 2007 | recombinant LYP catalytic domain | inhibition, % at 2 µM | 96,000 compounds, 0.21% hits | Tyrosine-protein phosphatase non-receptor type 22 (Homo sapiens), Q9Y2R2;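 active = inhibition at 2 µM at or above a set limit, the screen mean plus 3 SD, cut at about 24% in these data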;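 note: 0% = DMSO with enzyme and 100% = enzyme fully blocked by orthovanadate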
LYP act = LYP phosphatase activators, primary screen, biochemical, DiFMUP fluorescence, 2 µM | AID 697, 2007 | activation, % at 2 µM | 96,000 compounds, 0.11% hits | Tyrosine-protein phosphatase non-receptor type 22 (Homo sapiens), Q9Y2R2 | recombinant LYP; 0 = plate median, 100 = signal doubled;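 active = activation at 2 µM above a set limit, the mean plus 5 SD, cut at about 37% in these data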
CYP2C9 inhib = blockers of cytochrome P450 2C9 activity – biochemical, luminescence, ADME assay, primary screen; P11712; CYP2C9 Supersomes, luciferin-H conversion; inhibition, % at 5 µM; 96,000 compounds, 20% hits; AID 777, 2007;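 active = blocking of liver enzyme CYP2C9 beyond about 50% at 5 µM, limit read from the data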; note: values of inactives mirror those of a sister screen read the other way
hDAT+cocaine = changed hDAT dopamine uptake under cocaine IC80, either direction, primary screen, cocaine antagonist project, cell-based, LLC-PK1 hDAT, [14C]-dopamine uptake, MLSMR; LLC-PK1 hDAT cells, [14C]-dopamine uptake with cocaine IC80; actives deviate in either direction; B-score at 10 µM; 110,000 compounds, 1.3% hits;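 active = Z score or B-score, a plate-position-corrected score, falls beyond the plate's 99.7% confidence bounds, in either direction; inactive = both scores lie inside the 99.7% bounds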;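 note: scored against the spread of the other compound wells on the same plate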
An asterisk follows results filed as active; nt = no result given. Cut-off read from the data, not from the text of the source, unless noted: active = inhibition above about 30%; inactive = the rest.

Values run as follows: PostGolgi yeast | E coli WT exp | LYP act | hDAT+cocaine | CYP2C9 activ | LYP inh 2 | PostGolgi ctrl | PTK2B oligo ant | CYP2C9 inhib
CC(C)(C)C(=O)CN1CCN(S(=O)(=O)c2ccc(F)cc2)CC1
→ 0 | 0 | 7 | -0.45 | 1 | -9 | 9 | 0.5 | -5
COc1ccc(Cn2nnnc2C(c2ccncc2)N2CCOCC2)cc1 (centres undefined)
→ 9 | -3 | -1 | -0.81 | 0.2 | -1 | -1 | 0.25 | 78*
CC(=O)CC(C)(C)S(=O)(=O)c1ccc(Oc2ccc(S(=O)(=O)C(C)(C)CC(C)=O)cc2)cc1
→ nt | nt | 3 | -1.3 | nt | -4 | nt | 0.21 | nt
CCCNC(=O)c1cccc(COCC(F)(F)F)c1
→ nt | nt | -1 | 0.001 | nt | 2 | nt | -0.41 | nt
O=C(COc1ccccc1)Nc1nnc(-c2ccccc2)o1
→ -1 | 24 | 3 | 0.049 | 0.6 | -7 | 3 | nt | 36
COc1ccc(N2CCCCn3c2nc2c3c(=O)[nH]c(=O)n2C)cc1
→ -7 | -3 | nt | -0.018 | 1.1 | nt | 6 | -0.15 | -8
Cc1ccc(C(=O)NNC(=O)CSc2nnc3c(n2)[nH]c2ccc(C)cc23)cc1
→ -14 | -6 | -7 | 0.71 | 1.2 | 10 | -4 | -0.16 | -18
COCCNC(=O)c1nn2cccnc2c1Cl
→ 2 | -2 | 3 | -0.89 | 1.1 | -2 | -7 | 0.21 | -12
Nc1c(C(=O)Nc2ccc3c(c2)OCCO3)nnn1CCc1ccccc1
→ -8 | -4 | 10 | -0.35 | 0.2 | -13 | 12 | nt | 79*
Cc1nc2scc(-c3cccs3)c2c(=O)n1-n1cccc1
→ 19 | 4 | 9 | -0.36 | 0.4 | -11 | 3 | 0.84 | 58*
CC(C)N(C(=O)CSc1nnc(CN2CCCCCC2=O)n1-c1ccccn1)C(C)C
→ -4 | 0 | 6 | -0.61 | 1.1 | -8 | 3 | -0.97 | -9
COc1ccc(OC)c2sc(N3CCCCC3)nc12
→ -20 | -6 | -11 | 0.89 | 1 | 9 | 13 | 0.95 | -2
O=c1c(-c2cc3ccccc3o2)[n+]([O-])c2ccccc2n1OCc1ccccn1
→ 0 | -9 | -2 | 0.71 | 0.9 | 6 | 2 | -0.11 | 12
O=C(N1CCOCC1)N1CCN(C(=O)N(c2ccccc2)c2ccccc2)CC1
→ -1 | -6 | -4 | -0.057 | 0.9 | 3 | -10 | 0.12 | 7
CCCC(=O)Nc1ccc(Cl)c(NC(=O)c2ccco2)c1
→ 20 | 11 | 8 | 0.74 | 0.6 | -12 | -2 | 0.11 | 35
CS(=O)(=O)N(CC(=O)N1CCN(c2ccccc2)CC1)Cc1ccc(Cl)cc1
→ 14 | -2 | 12 | -0.15 | 0.9 | -14 | 16 | 0.93 | 13
CN1CCN(C2=C(Cl)C(=O)N(CCc3ccccc3)C2=O)CC1
→ 7 | 12 | 10 | 0.36 | 0.9 | -14 | 3 | -0.28 | 14
CCOc1ccc(CNC(=O)CCn2c(=O)oc3ccccc32)cc1OC
→ 4 | 2 | 3 | 0.51 | 0.9 | -3 | 0 | 0.99 | 8
COc1cc2c(cc1OC)CN(C(C)C(=O)Nc1ccc(NC(C)=O)cc1)CC2 (centres undefined)
→ -4 | 3 | 0 | -0.59 | 0.7 | 3 | -3 | 0.36 | 31
O=C(CN(Cc1ccccc1)S(=O)(=O)c1ccc2c(c1)OCCO2)Nc1ccc2c(c1)OCCO2
→ -1 | -3 | -1 | 0.16 | 0 | -2 | 18 | -2.7 | 96*
Cc1cc(N2CCOCC2)n2nc(C)c(-c3ccccc3)c2n1
→ -8 | -10 | 0 | 0.24 | 1 | -2 | 17 | 0.75 | 2
COc1ccc(CNC(=O)c2noc3c2CCCCC3)cc1
→ -4 | 1 | nt | 0.88 | 0.7 | nt | 6 | 0.61 | 32
Cn1c(-c2ccc3c(c2)OCO3)cnc1NC(=O)CCC(=O)NCCc1ccccc1
→ -4 | -6 | 11 | 2.1 | 1 | -12 | 34* | -0.05 | -1
COc1ccc(S(=O)(=O)N2CCC(O)(c3ccc4c(c3)OCO4)CC2)cc1
→ -8 | -3 | 8 | -0.36 | 1.2 | -12 | 17 | 1.1 | -17
COc1ccc(Cn2nnnc2CN2CCOCC2)cc1
→ 3 | 2 | -4 | 0.33 | nt | 8 | -3 | 0.3 | nt
CCOC(=O)N1CCC(N2Cc3cccc(C(=O)NCc4ccc(C)cc4)c3C2=O)CC1
→ 5 | 1 | -13 | 0.16 | 0.3 | 10 | 12 | nt | 70*
CCN(CC)C(=O)C1CC(=O)OC1(C)C (centres undefined)
→ 13 | 6 | -3 | -0.72 | 1 | 2 | 1 | 0.3 | -5
c1ccc(-c2csc(Nc3nc(N4CCOCC4)nc(N4CCOCC4)n3)n2)cc1
→ 2 | -12 | 1 | 0.57 | 0.6 | -1 | 8 | -1.3 | 44
C=CCNc1sc(C(=O)c2ccccc2)c(N)c1C#N
→ 5 | -6 | -10 | -0.072 | 1.9 | 10 | 13 | 0.13 | -86
COCc1c(C(N)=O)nnn1-c1nonc1N
→ -6 | 9 | -8 | 0.16 | 1 | 8 | 0 | -1.2 | 0

Going on with the list:
Values run as follows: PostGolgi yeast | E coli WT exp | LYP act | hDAT+cocaine | CYP2C9 activ | LYP inh 2 | PostGolgi ctrl | PTK2B oligo ant | CYP2C9 inhib
CC1CC(C)(C)N2C(=O)C3(Nc4ccccc4S3)c3cccc1c32 (centres undefined)
→ -1 | -9 | -7 | 0.51 | 0.6 | 8 | 45* | 0.52 | 44
O=C1CCCc2c1cc(C(=O)Nc1ccc(Cl)cn1)c(=O)n2-c1ccccc1
→ -1 | -12 | -2 | 0.89 | 0.2 | 3 | 10 | -0.46 | 78*
CSc1nsc(SC)c1NC(=O)OC1CCCCC1
→ 15 | 3 | 5 | -0.74 | 0.8 | -5 | -5 | -1.4 | 22
CCn1c(SCc2cccnc2)nc2c1c(=O)n(C)c(=O)n2C
→ -1 | 0 | 4 | 1.1 | 0.9 | -4 | -1 | 2.9 | 12
CCC(C)NC(=O)c1ccccc1NC(=O)CN(c1ccc(OC)cc1)S(C)(=O)=O (centres undefined)
→ 4 | 1 | 10 | -1.3 | 0 | -9 | -1 | -0.44 | 98*
CC(C)Cc1nc(N2CCN(C(=O)C(C)C)CC2)c(C#N)c2c1CCC2
→ 9 | 0 | -6 | 1.7 | 0.2 | 3 | 23 | -0.74 | 81*
COc1ccc2[nH]c3c(=O)n(CCCCC(=O)N4CCC(C(N)=O)CC4)c(=S)[nH]c3c2c1
→ -3 | 5 | -1 | 2.2 | 1 | -1 | 8 | -0.74 | 0
Cc1ccc(S(=O)(=O)Cn2nnnc2CN2CCN(C(=O)c3ccco3)CC2)cc1
→ 15 | -13 | 12 | 0.2 | 1 | -13 | -2 | 0.31 | 3
CC(=O)c1oc2ccccc2c1NC(=O)CN1CCCCC1
→ nt | nt | -6 | 0.31 | nt | 4 | nt | -0.21 | nt
Clc1ccc(Cn2cc(/C=N/n3cnnc3)c3ccccc32)c(Cl)c1
→ -1 | 1 | 2 | 0.19 | 0.6 | 1 | 32* | -1.1 | 45
CN(C)CCNC(=O)Cc1c(C(=O)O)n(C)c2ccccc12
→ nt | nt | -2 | nt | 1.2 | 0 | nt | nt | -16
O=S(=O)(c1ccccc1)c1cnn2c(C(F)(F)F)cc(-c3ccccc3)nc12
→ 15 | -10 | 15 | 0.41 | 0.9 | -12 | 1 | 1.2 | 13
Cc1cc(NCCO)c2cc(O)ccc2n1
→ 4 | -6 | -8 | -0.91 | 1.1 | 8 | 7 | 0.28 | -11
CN(C)S(=O)(=O)c1ccc(NC(=O)C2COc3ccccc3O2)cc1 (centres undefined)
→ 2 | -2 | nt | -1.2 | nt | nt | 10 | nt | nt
CS(=O)(=O)N(CC(=O)N1CCN(c2ccccc2F)CC1)c1ccc2c(c1)OCCO2
→ -3 | -1 | 6 | 2.7 | 0.7 | -7 | 18 | -1.8 | 28
CCCOc1ccc(N2C(=O)CC(SC(=NCC)Nc3cccc(F)c3)C2=O)cc1 (centres undefined)
→ nt | nt | 1 | -0.58 | nt | 0 | nt | 1 | nt
COc1cccc(CNC(=O)Cn2cccc2)c1
→ -3 | 1 | 4 | nt | 0.8 | -4 | -6 | 0.28 | 22
CCn1c(COc2ccc(=O)n(-c3ccccc3)n2)nnc1SCc1ccc(OC)cc1
→ 0 | -3 | 3 | 0.98 | 0.6 | 0 | -7 | 0.71 | 36
S=C1NC2=C(C(c3ccc(Br)cc3)N1)N1CCC2CC1 (centres undefined)
→ 16 | 2 | -6 | -0.26 | 1 | 8 | 3 | 0.2 | 2
COC(=O)c1cccc(S(=O)(=O)N(Cc2ccco2)Cc2cc3cc(OC)c(OC)cc3[nH]c2=O)c1
→ -1 | -4 | -1 | -0.9 | 0.8 | 2 | 4 | 1.1 | 23
CCCCNS(=O)(=O)c1ccc(S(=O)(=O)n2cnc3ccccc32)cc1
→ nt | nt | -10 | 0.032 | nt | 11 | nt | 0.12 | nt
CC1CCN(CC(=O)c2c[nH]c3ccccc23)CC1
→ 0 | 3 | 4 | 0.38 | 1 | -1 | 6 | -0.12 | 5
COC(=O)c1ccccc1NC(=O)C1CCCN(S(=O)(=O)c2ccc(F)cc2)C1 (centres undefined)
→ 0 | 5 | 6 | 0.65 | 0.2 | -3 | 9 | 0.85 | 80*
C=CCn1c(NC(=O)CC)c(C(=O)OCC)sc1=S
→ -4 | -9 | -6 | nt | 0.7 | 2 | 3 | -0.12 | 32
COC(=O)C1=NN(N=O)C2(CC(=O)N(c3cc(C)cc(C)c3)C2=O)C1 (centres undefined)
→ -1 | 10 | -7 | 0.25 | 0.9 | 7 | 10 | -0.37 | 11
CC(c1ccccc1C(O)c1ccccc1)N(C)C (centres undefined)
→ -2 | 1 | 12 | -0.63 | 1 | -8 | 8 | -1.1 | 5
CCOC(=O)C(CC)(CCC(=O)O)c1csc(N)n1 (centres undefined)
→ 1 | -11 | 1 | -0.94 | 1 | 1 | 10 | -0.02 | -1
Cc1ccc(C)c(NC(=O)CNS(=O)(=O)c2ccccc2)c1
→ -2 | -7 | -5 | 0.75 | 2.1* | 4 | 19 | -0.4 | -105
CC1CCCN(S(=O)(=O)c2ccc3c(c2)CCN3C(=O)C2CCC2)C1 (centres undefined)
→ 9 | 2 | nt | -0.82 | 0.7 | nt | 12 | 1.1 | 28
COc1ccc(N2CCN(C(=O)CSc3nnc4c5cc(C)ccc5n(C)c4n3)CC2)cc1
→ -4 | -3 | -4 | 1.1 | 0.4 | 1 | 9 | 0.03 | 56*
Cc1ccccc1-c1nnc(SCC(=O)Nc2ccc(Cl)cc2)n1N
→ 12 | 5 | -3 | 0.01 | 0.3 | 1 | 13 | -2.9 | 70*

Hits appear at their usual frequency; any-hit rate near 24%.
